# Source: PubChem BioAssay
# PhoP GFP inhibition: PhoP regulon inhibitors, Salmonella typhi PhoP promoter GFP reporter, confirmatory (AID 1850). Salmonella Typhi PhoP-promoter GFP reporter, fluorescence, 4 h; higher % means a stronger effect. one-dose inhibition, % at 50 µM; IC50 in µM for titrated hits. actives 0.33% (n = 310,000); in the data active means a potency from the dose series; inconclusive means inhibition mostly from about 25% at the one dose, without a potency; inactive means the rest, 99 in 100 with inhibition below about 19%;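 further: 0% = induced wells with vehicle and 100% = uninduced wells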
# H1N1 NS1A inhibition: H1N1 influenza NS1A inhibitors, functional cell based assay (AID 504329); one-dose inhibition, % at 12.5 µM; IC50 in µM for titrated hits; actives 0.3% (n = 340,000); NS1A functional cell-based assay, percent inhibition; higher % means a stronger effect; in the data active means a potency from the dose series; inconclusive means inhibition above about 27% without an active follow-up result; further: strong numbers were not always called active
# M. tuberculosis: growth inhibition of non-replicating M. tuberculosis (AID 488890); Mycobacterium tuberculosis non-replicating, growth inhibition; higher % means a stronger effect; inhibition, % at 25 µM; hits with a dose series show IC50 in µM; actives 0.39% (n = 320,000); in the data active means a potency from the dose series; inconclusive means inhibition mostly from about 82% at the one dose, without a potency; inactive means the rest, 99 in 100 with inhibition below about 76%;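 further: plate controls were DMSO cells for no effect and high antibiotic wells for full effect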
# H37Rv inhibition: M. tuberculosis growth inhibition, HTS (AID 449762). M. tuberculosis H37Rv growth inhibition, 7H9 media; higher % means a stronger effect. inhibition, % at 25 µM, or IC50 in µM where a hit was titrated. actives 0.59% (n = 330,000); in the data active means a potency from the dose series; inconclusive means inhibition above about 70% without an active follow-up result;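 further: bacterial growth assessed after seven days of incubation; strong numbers were not always called active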
# inhibitors of VEEV: inhibitors of VEEV TC-83 cytopathic effect, confirmation, Vero cells (AID 588727) | Vero cells, VEEV TC-83 cytopathic effect inhibition; higher % means a stronger effect | one-dose inhibition, % at 20 µM; IC50 in µM for titrated hits | actives 0.13% (n = 350,000); in the data active means a potency from the dose series; inconclusive means inhibition mostly from about 14% at the one dose, without a potency; inactive means the rest, 99 in 100 with inhibition below about 12%; further: strong numbers were not always called active
# inhibitors of VEEV 10K pilot screen: recorded beside inhibitors of VEEV, whose call it bears; inhibition, %; measured here: 10K pilot screen inhibition
# Active calls of the source: *; i = inactive; ? = inconclusive; / = no result given.
SMILES,PhoP GFP inhibition,H1N1 NS1A inhibition,M. tuberculosis,H37Rv inhibition,inhibitors of VEEV,others
CC(C)Cc1nnc(NC(=O)C2CC(=O)N(c3ccc4c(c3)OCCO4)C2)s1 (centres undefined),/,-17%,4%,-7%,1.5%,
CC(=O)Nc1ccc(S[C@@H](CCN2CC[C@H](C(C)(C)C)CCC2=O)c2ccccc2)cc1,/,-9%,-9%,15%,i,inhibitors of VEEV 10K pilot screen=1.4
Cn1c(-c2ccccc2)cnc1NCc1cccc([N+](=O)[O-])c1,9%,0%,29%,8%,0.9%,
Cc1cc(C(=O)NNC(=S)NC2CCCCC2)cs1,-7%,-5%,-10%,-2%,1.6%,
CCCOc1ccc(N2C(=O)CC(N(CCc3ccc(OC)cc3)C(=O)c3cccc(F)c3)C2=O)cc1 (centres undefined),3%,4%,18%,-3%,1.2%,
Cc1ccc(NS(=O)(=O)c2cc3c4c(c2)CC(=O)N4CCC3)cc1C,-1%,-6%,18%,3%,2.1%,
CCn1c(Cc2ccccc2)nnc1SCC(=O)Nc1ccc(N2CCOCC2)c(Cl)c1,-4%,2%,8%,-5%,1.5%,
O=C(Nc1cccc(C(F)(F)F)c1)c1cnc2n(c1=O)CCS2,-8%,-3%,/,-1%,2.0%,
Cc1ccc(C(=O)OCC(=O)NC(C)c2ccccc2)cc1C (centres undefined),/,3%,-1%,-2%,i,
O=C(O)COc1ccccc1/C=N/NC(=O)CSc1nc2ccccc2c(=O)n1-c1ccc(Cl)cc1,3%,-17%,17%,-2%,i,
CC1(C)CN=C(Nc2nc3ccccc3s2)S1,-9%,-16%,?,37%,4.6%,
COc1ccc(NC(=S)NCc2cccnc2)cc1OC,-3%,-6%,21%,3%,0.3%,
COc1cc(C)c(COc2ncnc3ccccc23)cc1OC,-34%,4%,-11%,11%,i,
CCCc1nnc(NC(=O)C2CCN(C(=O)C3CC(=O)N(c4ccc(C)cc4)C3)CC2)s1 (centres undefined),-1%,11%,46%,3%,1.9%,
CC(C)OC(=O)CSc1nnc2n1C(C)(C)Cc1ccccc1-2,-13%,-1%,21%,-1%,0.9%,
O=C1C=C(c2cccc(Cl)c2O)C[C@@H](c2ccc(F)cc2)C1,/,6%,35%,14%,0.1%,
O=C(NCCCN1CCOCC1)c1sc2ccccc2c1Cl,-10%,13%,40%,0%,i,
Cc1cc(C)nc(/N=C2\NC(=O)CC(C(=O)O)N2c2ccc(F)c(Cl)c2)n1 (centres undefined),10%,/,12%,-3%,/,
Cc1nn(CC(=O)NCC2CCCO2)c(C)c1[N+](=O)[O-] (centres undefined),-2%,-9%,-24%,-6%,i,
COc1ccc(CNC(=O)CCn2c(=O)[nH]c3ccccc3c2=O)cc1,-3%,3%,-5%,-7%,0.1%,
COc1cc2[nH]c(C(=O)N3CCc4ccccc43)cc2c(OC)c1OC,4%,25%,25%,-4%,12%,
CNC(=O)NNC(=O)c1onc(-c2c(Cl)cccc2Cl)c1C(=O)OC,4%,-4%,3%,-1%,0.3%,
O=C(O)c1cn(-c2ccccc2)c(=O)c2ccccc12,-3%,6%,-10%,-10%,0.1%,
Cn1c2c(c(=O)n(C)c1=O)C(c1ccc(F)cc1)C(C#N)=C(N)O2 (centres undefined),-7%,0%,38%,0%,i,
CC(Cc1ccccc1)NC(=O)Cc1ccc(N(C)C)cc1 (centres undefined),5%,-4%,24%,10%,3.1%,

# Continued, starting with the last four of the part before.
SMILES,PhoP GFP inhibition,H1N1 NS1A inhibition,M. tuberculosis,H37Rv inhibition,inhibitors of VEEV,others
CNC(=O)NNC(=O)c1onc(-c2c(Cl)cccc2Cl)c1C(=O)OC,4%,-4%,3%,-1%,0.3%,
O=C(O)c1cn(-c2ccccc2)c(=O)c2ccccc12,-3%,6%,-10%,-10%,0.1%,
Cn1c2c(c(=O)n(C)c1=O)C(c1ccc(F)cc1)C(C#N)=C(N)O2 (centres undefined),-7%,0%,38%,0%,i,
CC(Cc1ccccc1)NC(=O)Cc1ccc(N(C)C)cc1 (centres undefined),5%,-4%,24%,10%,3.1%,
CCOC(=O)COc1ccc2c3c(c(=O)oc2c1C)CCC3,11%,3%,i,?,i,
O=C1c2cccc3cc([N+](=O)[O-])cc(c23)C(=O)N1CC1CCCO1 (centres undefined),-41%,3%,?,?,0.9%,
O=C1CN(C(=O)c2ccco2)C(c2ccccc2)c2cc(Cl)ccc2N1 (centres undefined),1%,3%,33%,-7%,0.7%,
COC(=O)C1=Nc2ccccc2/C1=C\c1c(O)n(C)c(=O)n(C)c1=O,-14%,/,7%,7%,4.6%,
CCc1c(C)nc(SCC(=O)NC2CCCC2)[nH]c1=O,-9%,7%,?,?,1.1%,
COc1ccc(Cl)cc1C(=O)NNC(=O)CNC(=O)c1ccco1,/,-6%,3%,-8%,0.8%,
CN(C)c1ccc(NC(=O)Cn2c(=O)n(Cc3ccccc3)c(=O)c3ccccc32)cc1,-8%,-3%,4%,-2%,5.9%,
Cn1c(COc2ccccc2)nnc1SCCSc1nnc(COc2ccccc2)n1C,-7%,-9%,49%,59%,i,
COc1ccc(/C=C/C(=O)NCC(c2ccc(F)cc2)N2CCOCC2)cc1OC (centres undefined),6%,1%,6%,4%,1.3%,
c1ccc(-n2cc(CN3CCCC3)c(-c3ccc4c(c3)OCO4)n2)cc1,6%,2%,22%,7%,0.8%,
c1ccc(CSc2nnnn2-c2cccc3ccccc23)nc1,12%,0%,-3%,-1%,0.9%,
CC1=NOC2(C)Nc3ncnn3C(c3ccccc3)C12 (centres undefined),0%,-8%,1%,2%,2.5%,
C=CCN(CC=C)C(=O)CN1C(=O)c2ccccc2C1=O,3%,-15%,-14%,-16%,i,
CN(C)S(=O)(=O)c1cc(NC(=O)CN2CCN(c3ccc(O)cc3)CC2)ccc1Cl,-13%,-1%,32%,0%,2.3%,
CCCCn1nnnc1NCc1ccc(OC)c(OC)c1,2%,6%,-3%,4%,0.7%,
COc1ccccc1NC(=O)C(C)Sc1nc(-c2ccccc2)cn1N (centres undefined),/,2%,17%,2%,1.0%,
OCC1(CCOc2ccccc2)CCN(Cc2ccc(OC(F)F)cc2)CC1,2%,-13%,6%,6%,5.7%,
COc1ccc([N+](=O)[O-])cc1NC(=O)CSCc1ccccc1,-6%,2%,-1%,8%,2.8%,
Cc1ccc(C2=NN(C(=O)CSc3nnnn3C)C(c3ccco3)C2)cc1 (centres undefined),/,-3%,7%,-3%,0.2%,
COCCNc1ccc(-c2nn(C)c(=O)c3ccccc23)cc1[N+](=O)[O-],14%,3%,-12%,-6%,0.3%,
CSc1ccc(CNCCN2CCOCC2)cc1,8%,2%,9%,-3%,0.7%,
CCOC(=O)C1(Cc2ccccc2C(F)(F)F)CCN(C2CCCC2)CC1,-1%,-1%,10%,-2%,0.2%,
CC(=N/O)/C(C)=N\NC(=O)c1ccccn1,2%,4%,/,?,1.2%,
COc1cccc(CN2CC(C(=O)NCCN3CCOC3=O)CCC2=O)c1 (centres undefined),-1%,6%,3%,-6%,i,
Cc1ccc(-c2nn(Cc3ccccc3)cc2C(=O)O)cc1,-4%,5%,-6%,-1%,0.3%,

# (further entries)
SMILES,PhoP GFP inhibition,H1N1 NS1A inhibition,M. tuberculosis,H37Rv inhibition,inhibitors of VEEV,others
CN(C)c1ccc(/C=N/NC(=O)c2ccc(-n3cnnn3)cc2)cc1,/,0%,9%,7%,0.7%,
CCOC(=O)C1=C(C)N(C)C(=O)C1CC(=O)O (centres undefined),11%,-1%,-9%,-14%,1.8%,
COCCCNC(=O)C(=O)Nc1cc2c3c(c1)CCN3C(=O)CC2,1%,-6%,5%,4%,1.9%,
O=C(C[n+]1cc(-c2ccc(Cl)c(Cl)c2)n2c1CCC2)N1c2ccccc2Sc2ccccc21,27µM*,10%,?,?,0.5%,
COC(=O)c1c(NC(=O)COC(=O)c2ccc(O)cc2)sc2c1CCCCC2,-8%,11%,31%,3%,3.9%,
O=C(CN1CCN(Cc2ccccc2)CC1)N/N=C\C=C/c1ccco1,-1%,3%,33%,-2%,0.1%,
NC(=O)c1nn(CC(=O)Nc2cccc(S(=O)(=O)N3CCCC3)c2)c(=O)c2ccccc12,/,-6%,2%,-6%,7.5%,
O=C(CSc1nc2ccccc2o1)NC(=O)NCc1ccco1,-5%,5%,?,-25%,1.6%,
O=C(COC(=O)c1cc(S(=O)(=O)N2CCCCC2)ccc1N1CCOCC1)c1ccc(Cl)cc1,10%,-10%,-2%,3%,7.9%,
CC(=O)Oc1ccc(C(=O)O)c(OC(C)=O)c1,6%,2%,-19%,0%,1.5%,
CC[n+]1c(/C=C/c2ccc(OC)c(OC)c2)ccc2ccccc21,2%,4%,21%,-4%,3.5%,
CNC(=O)OC(C)CNS(=O)(=O)c1ccc(C)cc1 (centres undefined),-5%,-1%,1%,-1%,i,
COCCNC(=O)/C(C#N)=C/c1cccc(NC(=O)c2ccccc2Cl)c1,6%,-12%,10%,-4%,0.4%,
CC(=O)Nc1ccc2c(c1)C(=O)c1ccccc1C2=O,-5%,16%,31%,1%,3.3%,inhibitors of VEEV 10K pilot screen=1.5
COc1ccccc1N(CC(=O)NCCSCc1ccc(C)cc1)S(=O)(=O)c1ccccc1,4%,8%,25%,-1%,9.1%,
O=C(CCC1CCCCC1)NNC(=O)NC12CC3CC(CC(C3)C1)C2,1%,5%,5%,-2%,i,
CCOC(=O)CC(=O)CSc1nc(-c2ccccc2)cc(-c2ccccc2)c1C#N,14%,-6%,4%,0%,6.7%,
O=C(NC1CCCCC1)C1CCN(C(=O)NCc2ccccc2)CC1,-6%,1%,9%,12%,0.9%,
O=C(NCCN1C(=O)S/C(=C\c2ccc(Cl)c(Cl)c2)C1=O)c1cnccn1,-9%,-2%,-11%,6%,2.1%,
CC(C)(C)C(=O)COC(=O)c1ccc(O)cc1,-7%,2%,13%,6%,1.4%,
Cc1nc2ccc(NC(=O)Cc3cccc(F)c3)cc2s1,13%,1%,3%,19%,0.5%,
Cn1nccc1NC(=O)c1nccnc1C(=O)O,-5%,-1%,-1%,-4%,1.8%,
Cc1ccc(NC(=O)NCc2c(C)nn(C)c2C)cc1Cl,-7%,2%,4%,-4%,3.1%,
O=C(NN=Cc1ccc([N+](=O)[O-])cc1)c1ccncc1,/,1%,/,/,0.0%,
O=C(CSc1nnc(COc2ccc(F)cc2)o1)N1CCCCC1,0%,5%,?,-6%,0.9%,

# Additional entries follow:
SMILES,PhoP GFP inhibition,H1N1 NS1A inhibition,M. tuberculosis,H37Rv inhibition,inhibitors of VEEV,others
CC(=O)Nc1ccc(C(=O)OCC(=O)N(Cc2ccccc2)C(C)(C)C)cc1,-6%,8%,23%,-5%,0.9%,
Cc1ccc(-c2nc3ccc(Cl)cc3n2OC(=O)N(C)C)cc1,6%,8%,17%,-4%,7.8%,
NNC(=O)c1sc(-c2ccccc2)cc1N,20%,8%,1%,-1%,1.0%,
Cc1cccc(NC(=O)C[n+]2ccccc2)c1,-1%,-2%,/,8%,3.4%,
C[C@H]1CCC[C@@]2(O[C@H](CCO)C[C@@H](O)[C@@H]2O)O1,-2%,-4%,-11%,-5%,i,
CCn1c(SC(C)C)nnc1-c1cc(-c2ccccc2)sc1N,1%,7%,12%,21%,i,
O=C(c1ccc(=O)[nH]c1)N1CCN(S(=O)(=O)c2ccccc2)CC1,-4%,-3%,-10%,-8%,0.2%,
CCCCOC(=O)Nc1ccc(C(N)=O)cc1,5%,-6%,5%,1%,0.0%,
COC(=O)c1sc(-c2ccccc2)cc1NC(=O)c1ccc(OC)cc1,-10%,5%,-19%,1%,0.1%,
O=C(Nc1ccc(Cl)cn1)Nc1cccs1,-14%,4%,8%,-9%,5.5%,
CCc1nnc(N/N=C/c2ccc(O)c(OC)c2)n1N,-5%,-1%,27%,-1%,1.8%,
COC(=O)C1=C(c2ccc(F)cc2OCc2ccccc2)C[C@@H]2CC[C@H]1N2C(=O)N1CCC(O)CC1,/,-8%,18%,-7%,0.1%,
CC(C)c1nn(-c2cc(C(F)(F)F)ccn2)c(=O)o1,1%,-2%,-9%,-4%,i,
O=C(c1ccc(Cl)cc1)C1CCCN(Cc2ccc3c(c2)OCCO3)C1 (centres undefined),11%,-16%,71%,3%,5.2%,
COc1ccc(C(C(=O)NC2CCCCC2)N(Cc2ccco2)C(=O)CNC(=O)c2ccco2)cc1 (centres undefined),-3%,-3%,2%,2%,i,inhibitors of VEEV 10K pilot screen=0.7
COC(=O)c1nn(-c2ccccc2)c(Sc2ccc(Br)cc2)c1/C=N/O,-1%,13%,15%,1%,10%,
CCCOc1ccc2c(C)c(CC(=O)OC)c(=O)oc2c1,-9%,-2%,4%,-1%,0.7%,
O=C(N/N=C/c1ccccc1OC(=O)c1ccc2c(c1)OCO2)c1cccc(F)c1,-9%,-4%,47%,39%,?,
